High-throughput results deposited in PubChem BioAssay by several laboratories.
MITF act = activators of MITF-driven TRPM1 promoter activity in SK-MEL-5 cells. SK-MEL-5 TRPM1-promoter luciferase, 24 h; % of positive control, neutral wells = 0. activation, % at 12.5 µM. hit rate 0.75% among 300,000. AID 588334;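 active means mean activation of at least 80% with every replicate also reaching 80%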;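 further: 0% = neutral control wells and 100% = parthenolide positive control wells; values of inactives mirror those of a sister screen read the other way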
dFosB activator = enhances mouse delta FosB homodimer DNA binding. activation, % at 25 µM. hit rate 0.99% among 340,000. AID 493131. purified delta FosB, TAMRA-CDK5 oligo fluorescence polarization; percent of positive-control signal above neutral wells;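 active means mean activation above about 17%, with every replicate also reaching it, limit read from the data, passing the limit was not always enough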;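 further: fluorescence polarization rise as delta FosB binds a TAMRA Cdk5 AP-1 oligo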
V-ATPase pHluor = yeast V-ATPase proton transport regulation by pHLuorin. hit rate 0.37% among 350,000. response, % at 10 µM. S. cerevisiae, pHLuorin cytosolic pH fluorescence; in the data active means response mostly above about 7.3%, no sharp cut-off; inactive means mostly below about 5.4%; further: actives read high; inactives centre near 0; some compounds called inactive have numbers as strong as hits; reference of the scale not given here
HTR5A inv ctr = inverse agonist of human HTR5A in OPRM1-OPRD1 counter-screen; P47898; HTR5A cell line, luminescence, inverse agonism; inhibition, % at 9.3 µM; hit rate 0.083% among 340,000; AID 504634; in the data active means inhibition mostly above about 23%, no sharp cut-off; inactive means mostly below about 18%;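 further: 0% = cells with DMSO and 100% = no-cell wells with DMSO; some compounds called inactive have numbers as strong as hits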
Target sequence (P47898 whole entry, looked up): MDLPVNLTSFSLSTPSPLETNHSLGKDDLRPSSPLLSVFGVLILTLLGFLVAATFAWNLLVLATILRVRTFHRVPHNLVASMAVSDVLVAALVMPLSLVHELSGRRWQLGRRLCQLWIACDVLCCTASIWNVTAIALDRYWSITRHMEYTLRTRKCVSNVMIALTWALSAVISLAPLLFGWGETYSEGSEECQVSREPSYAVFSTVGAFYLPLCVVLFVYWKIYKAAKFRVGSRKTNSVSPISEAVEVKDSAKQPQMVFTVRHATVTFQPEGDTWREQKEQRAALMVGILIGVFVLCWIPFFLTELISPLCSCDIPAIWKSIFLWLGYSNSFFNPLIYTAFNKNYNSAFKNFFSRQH
CDK5 p35 inh = inhibitors of human CDK5/p35 kinase. Recombinant CDK5/p35, ADP-Glo luminescence, 60 min. Q00535+Q15078. hit rate 0.01% among 330,000. inhibition, % at 10 µM;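 active means highest replicate inhibition of at least 50% and at least 75% of replicates reaching 50%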;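 further: plate controls were DMSO neutral control for no effect and GW8510 at 10 µM for full effect; many of its hits are not listed in these tables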
SR-BI HDL uptake = mouse SR-BI HDL lipid transfer inhibition; inhibition, % at 12.5 µM; ldlA[mSR-BI] CHO cells, DiI-HDL uptake fluorescence, 3 h; AID 488896; Q61009; hit rate 0.96% among 320,000;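 active means mean replicate inhibition of at least 70% and a set share of replicates each scoring 70 or more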;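 further: 0% = median of neutral control wells and 100% = median of positive control wells; values of inactives mirror those of a sister screen read the other way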
Target sequence (Q61009 whole entry, looked up): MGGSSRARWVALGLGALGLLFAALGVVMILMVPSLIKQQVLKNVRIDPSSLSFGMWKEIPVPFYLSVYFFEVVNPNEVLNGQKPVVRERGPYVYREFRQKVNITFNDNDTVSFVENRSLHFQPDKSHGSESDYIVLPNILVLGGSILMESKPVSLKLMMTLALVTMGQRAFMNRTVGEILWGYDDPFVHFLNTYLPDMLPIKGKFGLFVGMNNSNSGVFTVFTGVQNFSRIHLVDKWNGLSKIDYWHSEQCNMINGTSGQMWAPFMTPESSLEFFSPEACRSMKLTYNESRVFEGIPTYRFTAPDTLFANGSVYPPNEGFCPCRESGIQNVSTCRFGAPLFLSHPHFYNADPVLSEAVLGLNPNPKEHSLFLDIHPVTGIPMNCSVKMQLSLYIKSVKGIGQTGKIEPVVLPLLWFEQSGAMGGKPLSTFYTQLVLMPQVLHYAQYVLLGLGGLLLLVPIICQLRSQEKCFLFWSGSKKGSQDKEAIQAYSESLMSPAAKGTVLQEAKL
NSD2 inh = blocks human histone methyltransferase NSD2. O96028. NSD2 peptide methylation, AlphaScreen, 120 min. inhibition, % at 12.5 µM. hit rate 0.54% among 310,000. AID 743445; in the data active means inhibition above about 50%
HTR5A ag = counter-screen for OPRM1-OPRD1 agonists: human HTR5A agonism; HTR5A agonist assay, luminescence, cell-based; activation, % at 9.3 µM; hit rate 0.61% among 340,000; P47898; in the data active means activation mostly above about 9.5%, no sharp cut-off; inactive means mostly below about 7.6%;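 further: 0% = cells with vehicle only and 100% = reference agonist; strong numbers were not always called active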
PvdQ acylase = blocks Pseudomonas aeruginosa PvdQ acylase activity. purified PvdQ acylase, fluorescence plate reader. inhibition, % at 10 µM. hit rate 0.063% among 340,000. AID 488965; in the data active means inhibition above about 30%, passing the limit was not always enough;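 further: 0% = vehicle neutral wells and 100% = reference inhibitor wells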
Wnt bcat act = Wnt/beta-catenin pathway activation; Wnt/beta-catenin reporter cell assay, activator, plate reader; activation, % at 9.35 µM; hit rate 1.2% among 300,000; in the data active means activation above about 30%, passing the limit was not always enough;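 further: 0% = neutral control wells and 100% = positive control wells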
An asterisk follows results filed as active; x = not tested or not shown.

SMILES	MITF act	dFosB activator	V-ATPase pHluor	HTR5A inv ctr	CDK5 p35 inh	SR-BI HDL uptake	NSD2 inh	HTR5A ag	PvdQ acylase	Wnt bcat act
NS(=O)(=O)c1ccc(CCNC(=O)/C=C/c2ccccc2[N+](=O)[O-])cc1	2	0	-2	18	1.6	16	-2	-2	-6	-1
COC(=O)C(Cc1ccccc1)NC(=S)NC(=O)c1ccccc1 (centres undefined)	3	-11	2	2	0.1	18	0	-1	-10	0
CC1CCN(C(=O)COC(=O)c2ccc3c(c2)OCCO3)CC1	63	13	-2	-8	-0.1	-15	-1	2	6	-2
Cc1cc(Br)ccc1NC(=O)C1CSC2(C)CCC(=O)N12 (centres undefined)	0	-10	3	-6	-3.1	4	1	3	-12	0
CC[n+]1oc(-c2ccccc2)cc1C	-2	2	2	12	-2.6	-13	-1	-4	-15	-2
CN(C)CCCN1C(=O)CSC1c1ccccc1 (centres undefined)	7	-6	2	-27	-1.6	-3	x	9	-13	-3
CSc1cc(-c2ccccc2)n(Cc2ccc(Cl)cc2Cl)c(=O)c1C#N	-4	1	2	8	0.5	3	1	-3	-12	x
CC(OC(=O)c1cc(Cl)ccc1[N+](=O)[O-])C(=O)NC(C)c1ccc(F)cc1 (centres undefined)	16	-1	-3	-1	-1.2	9	2	4	1	x
CN(C)/C(=C\C(=O)c1ccccc1)C(=O)c1ccccc1	x	-8	1	-12	-0.9	11	0	3	4	-2
CCc1ccccc1NC(=O)Nc1cccs1	-5	-5	3	11	-2.3	-3	-2	0	-4	-2
Cc1cccc(Cc2c(C)nc3c(C(=O)N4CCN(Cc5ccc6c(c5)OCO6)CC4)cnn3c2C)c1	-2	-10	-5	-46	1.9	7	8	3	4	x
CN(C)C(=O)COC(=O)c1ccccc1Nc1ccc(SC(F)F)cc1	25	-7	-2	4	0.4	33	-3	3	-8	14
CC(C)Cc1nnc(NC(=O)CCC(=O)Nc2ccc(F)cc2)s1	x	11	-1	7	-1.5	-2	-1	2	3	x
COC(=O)C1=C(C)NC(C)=C(C(=O)OC)C1c1ccccc1OCc1c(C)no[n+]1[O-]	-4	-4	-3	9	-1.1	-11	x	-3	1	-2
COc1cc(CC(=O)O)ccc1O	1	2	8	-2	-0.7	-9	x	1	5	-1
Nc1c(C(=O)O)cnc2nc(N3CCOCC3)nn12	-7	-2	1	12	2.6	-4	x	-3	-4	x
CCOC(=O)[C@@H]1[C@H]2COc3cc(OC)ccc3[C@H]2N2C(=O)N(c3cccc(C)c3)C(=O)[C@]12C	19	5	0	-27	0.8	-7	x	1	-2	1
CC(=O)N(C)c1ccc(NC(=O)c2ccccc2C(=O)O)cc1	-6	-4	4	21	-0.6	-36	0	-8	-10	-4
O=C(NCCOc1ccc(F)cc1)C1CCC(=O)N(CC2CCCCC2)C1 (centres undefined)	-2	0	0	12	0.3	31	-2	8	6	-2
O=C(CCc1nnc(C2CCCCC2)o1)N1CCN(c2ccccc2F)CC1	74	-6	3	15	-1.6	x	0	-3	-2	33*
CCOc1ccc2c(c1)c(C(C)=O)c(C)n2-c1ccccc1	-1	1	-1	-20	0.7	74*	3	3	-11	-1
Cc1cccc(C(=O)Oc2ccc(/C=N/NC(=O)c3ccccc3O)cc2)c1	58	0	1	-28	-5.1	66	-1	3	-11	-1
Cc1cc(C)n2nc(C(=O)NCc3ccccc3)cc2n1	-4	4	11	-4	1.0	-15	x	-4	2	-1
CC1(C)C(=O)Nc2ccccc2N1C(=O)COC(=O)COc1cccc(C(F)(F)F)c1	-11	-8	6	-2	-0.1	-1	4	2	10	-4
CC(=O)c1sc(-c2ccc(F)cc2F)nc1C	18	-6	6	-2	-2.2	32	-1	5	-15	1
CCOC(=O)C1CCN(C(=O)c2cccc(NS(=O)(=O)c3ccc(F)c(F)c3)c2)CC1	5	-1	0	-4	-2.2	-9	1	2	3	-1
Fc1ccccc1OCCSc1nc2ccccc2o1	70	-2	-2	14	-6.0	-16	-2	4	1	10
Cc1cccc(C)c1NC(=O)CNC(=O)c1ccc2c(c1)NC(=O)CS2	-7	-3	7	-1	2.3	-33	-2	0	-10	-5
COc1cccc(NC(=O)COC(=O)c2c(-c3ccccc3)noc2C)c1	-8	-4	2	-6	-1.0	-6	-6	8	7	x
CN1C[C@@H]2[C@@H]3C(=O)N(C)C(=O)[C@@H]3[C@](C)(C1=O)N2C(=O)c1ccc(Cl)c(Cl)c1	15	3	-1	-45	-0.3	-16	x	15	2	1

Full records from above. Order of screens: MITF act | dFosB activator | V-ATPase pHluor | HTR5A inv ctr | CDK5 p35 inh | SR-BI HDL uptake | NSD2 inh | HTR5A ag | PvdQ acylase | Wnt bcat act
Results for `O=C(NCCOc1ccc(F)cc1)C1CCC(=O)N(CC2CCCCC2)C1` (centres undefined) : -2 | 0 | 0 | 12 | 0.3 | 31 | -2 | 8 | 6 | -2
Results for `Cc1cc(C)n2nc(C(=O)NCc3ccccc3)cc2n1` : -4 | 4 | 11 | -4 | 1.0 | -15 | x | -4 | 2 | -1
Results for `COC(=O)C(Cc1ccccc1)NC(=S)NC(=O)c1ccccc1` (centres undefined) : 3 | -11 | 2 | 2 | 0.1 | 18 | 0 | -1 | -10 | 0
Results for `CN1C[C@@H]2[C@@H]3C(=O)N(C)C(=O)[C@@H]3[C@](C)(C1=O)N2C(=O)c1ccc(Cl)c(Cl)c1` : 15 | 3 | -1 | -45 | -0.3 | -16 | x | 15 | 2 | 1

(cont.)
SMILES	MITF act	dFosB activator	V-ATPase pHluor	HTR5A inv ctr	CDK5 p35 inh	SR-BI HDL uptake	NSD2 inh	HTR5A ag	PvdQ acylase	Wnt bcat act
CCCNC(=O)c1ccc(S(N)(=O)=O)cc1	9	-2	-2	-7	-0.1	-4	15	2	2	0
CC1Cc2nc(SCC(N)=O)n(C)c(=O)c2S1 (centres undefined)	1	-1	0	-23	-0.2	23	x	8	-3	-3
CCCCCc1ccc(OCCCC[n+]2cccc(C)c2)c(CCCCC)c1	-78	1	-1	-20	-0.4	-29	-3	7	9	-2
NCCC1CN(C(=O)OCc2ccccc2)c2ccccc21 (centres undefined)	3	-13	-6	13	0.5	-12	4	-3	-18	-5
Nc1nnc(SCC(=O)NC2CCCCC2)n1-c1ccccc1	x	8	2	-3	-1.3	-30	-2	0	-12	-2
COc1ccc(NC(=S)NCc2cccnc2)cc1	-4	1	0	5	-0.4	3	-1	-2	-15	1
O=c1c2ccccc2nc(/C=C/c2cc(Br)ccc2O)n1CCO	-5	3	4	18	0.3	24	-2	3	-11	-2
CC(C)Oc1ccc(C2CC(=O)NC2=O)cc1 (centres undefined)	-5	1	-4	-10	-1.9	x	-3	1	-6	-2
CC1(C)Cc2c(sc3[nH]c(=S)n(Cc4ccccc4)c(=O)c23)CO1	-6	1	6	-11	-0.4	-23	-1	1	-8	-1
Oc1ccc(C23CC4CC(CC(C4)C2)C3)cc1O	-3	1	10	-7	-3.0	23	13	2	-7	0
CCCN1C(=O)c2ccc(C(=O)NCc3ccco3)cc2C1=O	-18	-8	2	-8	0.3	28	1	0	-9	x
CSc1nnc(C)c(=O)n1COC(=O)COc1ccc(F)cc1	1	-12	2	-6	-1.0	x	1	0	-7	4
CCCC(=O)N1CCN(C2=NS(=O)(=O)c3ccccc32)CC1	6	-12	1	12	1.9	-32	-1	-5	-7	x
COCCCNC(=S)Nc1ccc(N2CCCCC2)cc1	0	2	3	10	-0.2	0	4	0	-19	2
CC(C)c1cc(CN2CCN(CCC#N)CC2)cc(C(C)C)c1O	x	1	0	-4	1.5	-1	4	1	3	-2
Cc1ccsc1/C=c1\sc2ncnn2c1=O	-4	3	-2	-15	-2.0	7	-4	-1	-13	x
O=[N+]([O-])c1cccc(C2=NCCS2)c1	-12	8	1	-17	0.3	-7	2	1	-3	x
CC(SCc1ccccc1)C(=O)Nc1ccc2c(c1)OCO2 (centres undefined)	48	-1	-5	7	0.6	5	0	-3	0	24
Cc1cccn2c(CN[C@@H]3CCCC[C@H]3c3ccccc3)c(C(=O)N3CCOCC3)nc12	11	-4	3	-5	-0.6	-57	x	2	-3	0
Oc1ccc(N=Nc2ccc3c(c2)OCCO3)c2cccnc12	-65	-10	-1	31	1.8	33	9	-10	-11	-15
CC(C)c1ccc(S(=O)(=O)N2CCN(C(=O)[C@@H]3CCCN3C(=O)c3cccs3)CC2)cc1	-1	-2	-4	-25	-2.6	10	3	6	-5	-4
CC(C)c1nnc(NC(=O)C2CCN(S(=O)(=O)c3ccc(-n4cnnn4)cc3)CC2)s1	-3	-6	1	9	-1.6	-8	-1	3	-2	-3
O=C(O)c1ccc(/C=N/NC(=O)C(O)(c2ccccc2)c2ccccc2)cc1	-12	-11	3	-34	-0.6	-18	-3	6	0	-2
CN(C1=C(NC(=O)c2ccc(Cl)cc2)C(=O)c2ccccc2C1=O)c1ccccc1	-25	-8	7	19	1.9	16	19	-2	9	x
O=C(CCc1ccccc1)NNC(=S)Nc1ccc(F)cc1	7	2	3	10	0.0	-8	-1	-4	-12	2
Cc1nn(C)c(Cl)c1CN1CCC(n2nccc2NC(=O)C2CCCC2)CC1	3	-9	-3	-10	-0.9	-11	0	0	-14	-1
Cc1ccc(-n2c(=O)c3ccc(C(=O)NCc4ccco4)cc3n(Cc3ccccc3C#N)c2=O)cc1	-5	8	-1	37*	-1.2	-58	37	-10	8	-1
COC(=O)c1cc(C(=O)c2c(C)cc3ccccn23)cc([N+](=O)[O-])c1	-27	-9	7	-9	-2.6	x	12	3	-9	-3
CCn1cc(C(=O)NC(=S)Nc2ccccc2[N+](=O)[O-])cn1	33	0	-5	-1	2.3	30	3	0	-13	-1
Cc1cc(NC(=O)CSCC(=O)OC(C)C(=O)N(C)Cc2ccccc2)no1 (centres undefined)	6	7	8	-1	3.1	1	-2	0	-7	-1
Cc1ccc(-c2nn(-c3ccccc3)cc2C(=O)NCC(c2cccs2)N2CCOCC2)cc1 (centres undefined)	15	-3	-3	-7	-0.3	34	-3	2	1	-3
COc1ccc(-c2noc(CCCC(=O)NC3CCCCC3)n2)cc1	-8	-5	-2	4	2.7	4	4	-2	-15	-1
C/C(Cl)=C\Cn1c(O)c(N=NC(N)=S)c2ccccc21	-10	-12	-1	-3	-2.6	28	0	1	-11	-2
O=C(O)COc1ccccc1/C=N/NC(=O)CSc1nnc(SCc2ccccc2)s1	3	-4	3	8	-6.6	-1	0	-3	-9	4
CCOC(=O)CSc1ncc(OC)c(Sc2ccc(Cl)cc2)n1	-8	-6	-2	11	1.0	-17	-4	-4	-7	-5
O=C(Nc1ccccc1)Nc1cccc(-c2nnco2)c1	15	-2	-3	-1	0.7	7	-2	0	-1	2
CCOCCCN(C)C1CCN(S(=O)(=O)c2csc(C(N)=O)c2)CC1	9	-5	3	7	x	-5	2	9	2	0
CC1=CC(C)(C)N2C(=O)C3(C(C#N)=C(N)Oc4cc(O)ccc43)c3cccc1c32 (centres undefined)	5	-9	1	-10	-0.4	-36	6	-4	11	x
CCOC(=O)/C(C#N)=C/c1cc(C)n(-c2ccccc2)c1C	67	-9	0	-4	-0.2	29	-6	1	-11	x
COc1ccc(C2CC3(CC(C)(C)NC(=S)N3)Oc3cc(O)cc(C)c32)cc1OC (centres undefined)	-14	-3	3	1	-0.4	-10	6	0	-2	-9
CCCCC(C(=O)NCCC(C)C)N(CCCN1CCOCC1)C(=O)c1snc(C(N)=O)c1N (centres undefined)	-3	-3	1	-7	-0.5	-10	2	-1	-16	x
Cc1scc(C(=O)NCc2ccco2)c1-c1ccccc1	-8	-15	x	6	-4.5	6	-3	-1	-5	x
COc1ccccc1-c1cc(C(=O)N/N=C/c2ccc(C)s2)c2ccccc2n1	-9	-3	2	0	-4.0	77*	0	0	-11	x
